SMARCA2 activ – increases SMARCA2 function in MMTV reporter cells; MG213 cells, MMTV-luciferase reporter, dexamethasone, overnight; activation, % at 9.1 µM; actives 1% (n = 370,000); in the data active means activation above about 7.8%;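 further: 0% = vehicle wells and 100% = reference activator wells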
hcDAF12 agonist – activators of H. contortus DAF-12 nuclear receptor; actives 1.4% (n = 370,000); HEK293 hcDAF-12 lit1-tk-luc reporter, luminescence; 0% DMSO, 100% Δ7-dafachronic acid; activation, % at 6.8 µM;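 active means activation above the mean of all tested compounds plus 3 SD, cut at about 5.5% in these data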;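 further: 100% = response to 3 µM Δ7-dafachronic acid high control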
DAX1 inh-1 – blocks DAX1 repression of SF-1 activated StAR promoter. inhibition, % at 6.8 µM. AID 652010. HEK293T StAR-luciferase reporter, SF-1/DAX-1 repression relief. actives 1.1% (n = 370,000);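 active means inhibition above the mean over all tested compounds plus 3 SD, cut at about 3.6% in these data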;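 further: 0% = DAX-1 cells with DMSO and 100% = cells lacking DAX-1 with DMSO; higher inhibition means more luminescence from relief of DAX-1 repression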
PG9 Ab binder – binds the HIV-1 gp120 antibody PG9; TR-FRET gp120-PG9 antibody binding; inhibition, % at 6.7 µM; actives 0.43% (n = 360,000); in the data active means inhibition above about 8.5%
PLCb3 inh – inhibitors of human phospholipase C beta3; inhibition, % at 12.2 µM; actives 0.18% (n = 370,000); Purified PLC-beta3, fluorogenic substrate, fluorescence; AID 720704; in the data active means inhibition above about 11%;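 further: 0% = median of compound wells on plate and 100% = full blocker control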
DAX1 inh-2 – inhibitors of human orphan nuclear receptor DAX1 (NR0B1); P51843; HEK293 Gal4-DAX1 luciferase reporter, luminescence; inhibition, % at 6.75 µM; actives 0.99% (n = 340,000); AID 504766;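 active means inhibition above the mean over all tested compounds plus 3 SD, cut at about 4.2% in these data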;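 further: 0% = DAX1-transfected cells with DMSO and 100% = empty-vector control cells with DMSO; inhibition shows as a rise in luminescence from relieved DAX1 repression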
Target sequence (P51843 207-470 limits assumed): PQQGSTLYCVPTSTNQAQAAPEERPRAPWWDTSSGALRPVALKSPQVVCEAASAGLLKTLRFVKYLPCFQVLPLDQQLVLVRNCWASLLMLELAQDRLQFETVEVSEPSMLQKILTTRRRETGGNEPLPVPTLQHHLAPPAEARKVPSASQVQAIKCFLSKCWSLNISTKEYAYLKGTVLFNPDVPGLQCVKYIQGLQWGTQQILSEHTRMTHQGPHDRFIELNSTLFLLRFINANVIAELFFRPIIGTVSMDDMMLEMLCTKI
hgDAF12 agonist – agonists of H. glycines DAF-12 nuclear receptor | HEK293 GAL4-hgDAF12 UAS-luciferase reporter, agonist luminescence; normalized to butyrate control | activation, % at 6.8 µM | actives 1.8% (n = 370,000) | AID 687014;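 active means activation above a cutoff set at the mean of all screened compounds plus 3 SD, cut at about 10% in these data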;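 further: 0% = DMSO wells and 100% = sodium butyrate wells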
HGIII-sPLA2 inh – Inhibits HGIII-sPLA2 liposome hydrolysis, primary screen; Q9NZ20; inhibition, % at 12.2 µM; AID 743126; actives 0.56% (n = 370,000); QFRET BODIPY PC-A2 liposome hydrolysis, fluorescence;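 active means inhibition above mean plus 3 SD of compounds lying within the high and low control bounds, cut at about 19% in these data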;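 further: 0% = median of test compound wells and 100% = no enzyme DMSO wells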
Target sequence (Q9NZ20 whole entry, looked up): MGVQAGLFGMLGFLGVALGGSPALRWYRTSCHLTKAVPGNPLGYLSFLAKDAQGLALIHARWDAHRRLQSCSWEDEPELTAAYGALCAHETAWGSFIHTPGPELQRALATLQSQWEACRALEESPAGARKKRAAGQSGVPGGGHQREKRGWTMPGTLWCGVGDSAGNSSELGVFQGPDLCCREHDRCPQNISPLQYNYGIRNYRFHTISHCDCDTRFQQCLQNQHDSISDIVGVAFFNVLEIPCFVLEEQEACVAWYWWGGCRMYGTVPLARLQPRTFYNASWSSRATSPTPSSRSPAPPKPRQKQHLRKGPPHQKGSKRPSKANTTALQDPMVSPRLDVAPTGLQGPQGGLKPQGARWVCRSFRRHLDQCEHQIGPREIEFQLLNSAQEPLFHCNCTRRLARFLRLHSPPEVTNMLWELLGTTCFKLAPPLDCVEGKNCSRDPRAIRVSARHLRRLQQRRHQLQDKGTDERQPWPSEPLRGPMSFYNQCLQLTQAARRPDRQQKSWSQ
ssDAF12 agonist – activates DAF-12 receptor from parasite S. stercoralis. AID 652126. HEK293 ssDAF-12/GRIP1 lit1-tk-luc reporter, luminescence; % of 3 µM dafachronic acid response. actives 1% (n = 370,000). activation, % at 6.8 µM;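 active means activation above the mean over all tested compounds plus 3 SD, cut at about 0.9% in these data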;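 further: 0% = DMSO-only wells and 100% = 3 µM delta7-dafachronic acid wells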
NR1D1 modulator – modulators of human Rev-erb alpha DNA binding. actives 0.79% (n = 370,000). activity, % at 10 µM. Rev-erbα–FITC-DNA binding, fluorescence polarization, 90 min. P20393;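 active means activity above about 14%, limit read from the data; passing the limit was not always enough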;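 further: 0% = DMSO wells with 35 nM protein and 100% = DMSO wells with 750 nM protein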
GAA850 FXN act – frataxin GAA850 promoter activation. activation, % at 6 µM. actives 0.56% (n = 360,000). HEK293 lucGAA850 FXN promoter luciferase reporter, 24 h; percent of 10 µM SAHA response;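 active means activation above the average of all compounds screened plus 3 SD, cutoff fixed separately per campaign, cut at about 7.5% in these data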;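 further: 0% = DMSO wells and 100% = 10 µM SAHA wells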
* hit, by the source's call.

How did CCOC(=O)c1cc(NC(=O)N(C(C)C)C(C)C)c(C)nc1C do in these assays?
SMARCA2 activ: -2; hcDAF12 agonist: 0.7; DAX1 inh-1: -0.3; PG9 Ab binder: 1.4; PLCb3 inh: -13; DAX1 inh-2: 0.0; hgDAF12 agonist: -1.2; HGIII-sPLA2 inh: 2; ssDAF12 agonist: -1.3; NR1D1 modulator: 1; GAA850 FXN act: -0.4

How did Cn1c(=O)c(=O)n(C)c2cc(S(=O)(=O)CCC(=O)NCc3ccccc3)ccc21 do in these assays?
SMARCA2 activ: 0; hcDAF12 agonist: -0.9; DAX1 inh-1: 0.6; PG9 Ab binder: -0.3; PLCb3 inh: -16; DAX1 inh-2: 0.0; hgDAF12 agonist: 0.0; HGIII-sPLA2 inh: -2; ssDAF12 agonist: -1.0; NR1D1 modulator: -5; GAA850 FXN act: 0.7

How did COc1ccc(NCc2nnc(SCC(=O)Nc3ccccc3)n2C)cc1 do in these assays?
SMARCA2 activ: -1; hcDAF12 agonist: -1.1; DAX1 inh-1: 0.1; PG9 Ab binder: -2.0; PLCb3 inh: 3; DAX1 inh-2: 2.4; hgDAF12 agonist: -1.1; HGIII-sPLA2 inh: -9; ssDAF12 agonist: -1.2; NR1D1 modulator: -6; GAA850 FXN act: 3.3

How did CCc1ccc(OCC(O)CN2CCN(CCO)CC2)cc1 (stereo unspecified) do in these assays?
SMARCA2 activ: -1; hcDAF12 agonist: -0.8; DAX1 inh-1: -0.1; PG9 Ab binder: 0.0; PLCb3 inh: -4; DAX1 inh-2: 2.0; hgDAF12 agonist: 0.8; HGIII-sPLA2 inh: -2; ssDAF12 agonist: -1.8; NR1D1 modulator: 3; GAA850 FXN act: 1.8

What do the screens show for `NS(=O)(=O)c1cccc(NC(=O)c2ccc3nc[nH]c3c2)c1`?
SMARCA2 activ: 7; hcDAF12 agonist: 2.7; DAX1 inh-1: -0.2; PG9 Ab binder: 0.1; PLCb3 inh: -2; DAX1 inh-2: -1.0; hgDAF12 agonist: -0.7; HGIII-sPLA2 inh: -5; ssDAF12 agonist: -1.3; NR1D1 modulator: -8; GAA850 FXN act: 3.0

How did O=C(Nc1ccc(F)cc1)c1cc(S(=O)(=O)N2CCCCC2)ccc1F do in these assays?
SMARCA2 activ: -5; hcDAF12 agonist: -0.8; DAX1 inh-1: -0.7; PG9 Ab binder: -0.5; PLCb3 inh: -7; DAX1 inh-2: -0.3; hgDAF12 agonist: 0.1; HGIII-sPLA2 inh: -7; ssDAF12 agonist: -1.3; NR1D1 modulator: 5; GAA850 FXN act: -1.7

What do the screens show for `Cc1ccc(S(=O)(=O)N2CCC(C(=O)OCc3ccc([N+](=O)[O-])cc3)CC2)cc1`?
SMARCA2 activ: -4; hcDAF12 agonist: -0.5; DAX1 inh-1: -0.2; PG9 Ab binder: -1.1; PLCb3 inh: 0; DAX1 inh-2: 0.3; hgDAF12 agonist: -2.2; HGIII-sPLA2 inh: 2; ssDAF12 agonist: -1.6; NR1D1 modulator: 3; GAA850 FXN act: 1.0

Results for CCC1=C2CC[C@H]3C(=O)N(CC)C(=O)[C@H]3[C@H]2[C@@]2(Cc3ccccc3)C(=O)N(Cc3ccccc3)C(=O)N2C1=O ?
SMARCA2 activ: 1; hcDAF12 agonist: -0.2; DAX1 inh-1: -0.4; PG9 Ab binder: 2.1; PLCb3 inh: -5; DAX1 inh-2: 1.7; hgDAF12 agonist: 1.3; HGIII-sPLA2 inh: 1; ssDAF12 agonist: 0.2; NR1D1 modulator: -3; GAA850 FXN act: -1.4

Results for Cc1noc(C)c1S(=O)(=O)N1CCC(C(=O)N(C)Cc2ccccc2)CC1 ?
SMARCA2 activ: 0; hcDAF12 agonist: -0.3; DAX1 inh-1: -0.2; PG9 Ab binder: -2.3; PLCb3 inh: 7; DAX1 inh-2: 0.3; hgDAF12 agonist: 2.3; HGIII-sPLA2 inh: -1; ssDAF12 agonist: -1.3; NR1D1 modulator: 3; GAA850 FXN act: 0.6

What do the screens show for `FC(F)(F)c1cccc(N2CCN(C3=Nc4ccccc4Sc4ccccc43)CC2)c1`?
SMARCA2 activ: -2; hcDAF12 agonist: -3.5; DAX1 inh-1: 1.1; PLCb3 inh: -2; hgDAF12 agonist: 2.9; HGIII-sPLA2 inh: 6; ssDAF12 agonist: -0.8; NR1D1 modulator: 4

What do the screens show for `CCCCCCSc1ccc([C@@H]2[C@H]3C(=O)N(CC)C(=O)[C@H]3[C@]3(C(=O)OC)CCCCN23)cc1OC`?
SMARCA2 activ: 1; hcDAF12 agonist: -1.1; DAX1 inh-1: 0.2; PG9 Ab binder: -2.6; PLCb3 inh: -2; DAX1 inh-2: 1.8; hgDAF12 agonist: 0.3; HGIII-sPLA2 inh: -7; ssDAF12 agonist: -0.8; NR1D1 modulator: 3; GAA850 FXN act: -1.3

Results for COc1cccc(S(=O)(=O)NCC(=O)N2CCCC2)c1 ?
SMARCA2 activ: -3; hcDAF12 agonist: 0.0; DAX1 inh-1: -0.7; PG9 Ab binder: -0.1; PLCb3 inh: -6; DAX1 inh-2: -0.3; hgDAF12 agonist: -2.0; HGIII-sPLA2 inh: 13; ssDAF12 agonist: -0.1; NR1D1 modulator: 4; GAA850 FXN act: 0.1

How did CCCSc1nsc(NC(=O)CCC)n1 do in these assays?
SMARCA2 activ: 4; hcDAF12 agonist: 4.3; DAX1 inh-1: 3.4; PG9 Ab binder: -3.2; PLCb3 inh: 1; DAX1 inh-2: 0.9; hgDAF12 agonist: 19*; HGIII-sPLA2 inh: -8; ssDAF12 agonist: 0.1; NR1D1 modulator: 4; GAA850 FXN act: 4.9

Results for COc1nc(N=C(N)N)nc2ccc(C)cc12 ?
SMARCA2 activ: 8.8*; hcDAF12 agonist: -0.7; DAX1 inh-1: 1.4; PG9 Ab binder: -0.4; PLCb3 inh: -48; hgDAF12 agonist: 2.4; HGIII-sPLA2 inh: 1; ssDAF12 agonist: -0.9; NR1D1 modulator: 2

How did CC1(C)Cc2ccccc2-c2nnc(SCC(=O)N3CCN(c4ccccc4)CC3)n21 do in these assays?
SMARCA2 activ: -3; hcDAF12 agonist: -3.6; DAX1 inh-1: -2.6; PG9 Ab binder: -2.1; PLCb3 inh: -1; DAX1 inh-2: -2.8; hgDAF12 agonist: -3.2; HGIII-sPLA2 inh: -2; ssDAF12 agonist: -2.1; NR1D1 modulator: 4; GAA850 FXN act: -3.4

How did CSc1oc(-c2ccco2)nc1S(=O)(=O)c1ccc(Br)cc1 do in these assays?
SMARCA2 activ: -4; hcDAF12 agonist: -2.8; DAX1 inh-1: -0.8; PG9 Ab binder: -1.9; PLCb3 inh: -31; DAX1 inh-2: 0.3; hgDAF12 agonist: 0.2; HGIII-sPLA2 inh: 0; ssDAF12 agonist: -1.0; NR1D1 modulator: 1; GAA850 FXN act: 1.5

Results for CCCCCCCCNS(=O)(=O)/C=C/c1cc(C)ccc1CNC(=O)OC(C)(C)C ?
SMARCA2 activ: -6; hcDAF12 agonist: -0.7; DAX1 inh-1: -1.9; PLCb3 inh: 2; hgDAF12 agonist: 0.1; HGIII-sPLA2 inh: -5; ssDAF12 agonist: -2.1; NR1D1 modulator: 2

What do the screens show for `COc1ccc(/C=C/C(=O)OCCNC(=O)c2ccncc2)cc1OC`?
SMARCA2 activ: -2; hcDAF12 agonist: -0.8; DAX1 inh-1: 0.6; PG9 Ab binder: -1.4; PLCb3 inh: -61; DAX1 inh-2: 0.6; hgDAF12 agonist: -1.5; HGIII-sPLA2 inh: 5; ssDAF12 agonist: -1.9; NR1D1 modulator: 1; GAA850 FXN act: 0.8

Results for C=CCc1ccccc1OCC(O)Cn1ccnc1C (stereo unspecified) ?
SMARCA2 activ: -2; hcDAF12 agonist: -0.3; DAX1 inh-1: -0.2; PG9 Ab binder: -0.1; PLCb3 inh: 2; DAX1 inh-2: -0.5; hgDAF12 agonist: -2.3; HGIII-sPLA2 inh: -8; ssDAF12 agonist: -2.0; NR1D1 modulator: -3; GAA850 FXN act: -0.2

Results for Brc1ccccc1OCCCOc1cccc2cccnc12 ?
SMARCA2 activ: 1; hcDAF12 agonist: 0.3; DAX1 inh-1: 0.2; PG9 Ab binder: 0.4; PLCb3 inh: -29; DAX1 inh-2: 1.5; hgDAF12 agonist: 4.7; HGIII-sPLA2 inh: -14; ssDAF12 agonist: -1.1; NR1D1 modulator: 3; GAA850 FXN act: 4.2

What do the screens show for `CCOC(=O)[C@]12CCC=C1N(Cc1ccc3c(c1)OCO3)C(=O)[C@H](CC(=O)N1CCCCC1)C2`?
SMARCA2 activ: -2; hcDAF12 agonist: -1.6; DAX1 inh-1: 1.7; PG9 Ab binder: 0.4; PLCb3 inh: 1; hgDAF12 agonist: -1.6; HGIII-sPLA2 inh: 0; ssDAF12 agonist: -1.5; NR1D1 modulator: 4

How did O=C(NCc1ccccn1)c1ccco1 do in these assays?
SMARCA2 activ: 1; hcDAF12 agonist: -1.2; DAX1 inh-1: -0.1; PG9 Ab binder: -1.7; PLCb3 inh: -2; DAX1 inh-2: 0.8; hgDAF12 agonist: 3.1; HGIII-sPLA2 inh: 1; ssDAF12 agonist: 0.1; NR1D1 modulator: -2; GAA850 FXN act: 0.8

How did COCCNC(=S)Nc1ccc(S(=O)(=O)Nc2cnc3ccccc3n2)cc1 do in these assays?
SMARCA2 activ: -1; hcDAF12 agonist: 2.0; DAX1 inh-1: 0.6; PG9 Ab binder: -0.8; PLCb3 inh: -7; DAX1 inh-2: 0.1; hgDAF12 agonist: -5.1; HGIII-sPLA2 inh: -6; ssDAF12 agonist: -1.5; NR1D1 modulator: 7; GAA850 FXN act: -1.3

What do the screens show for `CS(=O)(=O)c1ccc2nc(NC(=O)c3cccc(Cl)c3)sc2c1`?
SMARCA2 activ: 2; hcDAF12 agonist: -1.3; DAX1 inh-1: 0.0; PG9 Ab binder: -1.4; PLCb3 inh: -1; DAX1 inh-2: -0.6; hgDAF12 agonist: 2.1; HGIII-sPLA2 inh: 7; ssDAF12 agonist: -1.2; NR1D1 modulator: 0; GAA850 FXN act: 2.6

What do the screens show for `CC1CCN(c2nc3ccc(C(=O)N4CCN(Cc5ccccc5)CC4)cc3s2)CC1`?
SMARCA2 activ: -2; hcDAF12 agonist: -1.1; DAX1 inh-1: 0.3; PG9 Ab binder: -0.1; PLCb3 inh: -3; DAX1 inh-2: -2.7; hgDAF12 agonist: 4.4; HGIII-sPLA2 inh: -7; ssDAF12 agonist: -0.6; NR1D1 modulator: -3; GAA850 FXN act: 3.4

How did COc1ccc(C(C)=O)cc1CSc1nnc2c(Cl)cc(Cl)cn12 do in these assays?
SMARCA2 activ: -4; hcDAF12 agonist: -1.2; DAX1 inh-1: -0.3; PG9 Ab binder: -0.5; PLCb3 inh: -10; DAX1 inh-2: 0.5; hgDAF12 agonist: 0.2; HGIII-sPLA2 inh: 11; ssDAF12 agonist: -1.1; NR1D1 modulator: 9; GAA850 FXN act: 1.6

Screening data deposited in PubChem by several laboratories.
